Compound activity as filed in PubChem BioAssay.
DENV2 CPE rescue – inhibitors of DENV2 cytopathic effect; DENV2-infected cells, cytopathic effect rescue, plate reader; CPE inhibition, % at 9.99 µM; 350,000 compounds, 1.7% hits; AID 651640; in the data active = CPE inhibition above about 20%, passing the limit was not always enough; inconclusive = no clear call, values can overlap the other calls; tested in BHK-21 cells;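 note: 0% = median of neutral control wells and 100% = median of positive control wells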
GSIS activator – GLuc luminescence reporter in INS-1E cells, primary screen for activators of glucose-dependent secretion of insulin | AID 743287 | 370,000 compounds, 0.61% hits | INS-1E GLuc reporter insulin secretion, 2-3 h | activation, % at 16.6 µM;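 active = lowest replicate activation of at least 40%, so every replicate reaches that level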;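 note: 0% = median of neutral control wells and 100% = median of IBMX positive control wells; some compounds called inactive have numbers as strong as hits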
FN deposit inh – fibronectin deposition inhibition | inhibition, % at 12.6 µM | 350,000 compounds, 0.086% hits | AH1F fibroblasts, Alexa488-fibronectin deposition fluorescence, overnight | AID 743247;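 active = mean inhibition across replicates of 30% or more, regardless of how many single replicates reach that level; inconclusive = mean under 30% yet at least half of replicates reach 30%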;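 note: positive control wells lacked labelled fibronectin entirely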
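Measured by – fluorescence 485/525 nm · System – AH1F fibroblast monolayer, labelled fibronectin deposition · Amount – 10000 cells per well · Buffer or medium – serum-reduced DMEM (2% serum) · Doses – single dose, pinned · Also added – fluorescent fibronectin at 24 nM final · Schedule – 1 h cell attachment, overnight exposure to compound and label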
miR122 inh – inhibitors of miR-122 in Huh7 cells; Huh7 miR-122 Renilla luciferase sensor, 48 h; neutral wells = 0, positive control = 100; AID 602342; 340,000 compounds, 0.3% hits; activation (reporter increase), % at 12.5 µM;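 active = mean replicate activation score at least 90 and every replicate individually at or above 90; inconclusive = only one of the two criteria met; inactive = neither criterion met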;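 note: higher luciferase means less miR-122 activity so hits act as miR-122 inhibitors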
EWS-Fli block – EWS/Fli transcriptional activity inhibition; 350,000 compounds, 0.67% hits; A673 NR0B1-luciferase reporter, viability-normalised; inhibition, % at 12.6 µM;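 active = mean inhibition of at least 50% after viability correction, with every replicate also passing that limit; inconclusive = mean reaches 50% but only one of two replicates passes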;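 note: firefly luciferase signal divided by Alamar Blue viability fluorescence both relative to DMSO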
CFTR F508del cor – CFTR F508del correction in bronchial cells. 350,000 compounds, 0.36% hits. activity (quench increase), % at 7.58 µM. AID 720511. CFBE cells, YFP halide quenching; stimulated with forskolin plus potentiator P3; % fluorescence drop versus neutral controls;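 active = mean added fluorescence quench of at least 8% versus neutral control, with both replicates also reaching 8%; inconclusive = only one of the mean or replicate conditions met; inactive = mean below 8% and not both replicates reaching 8%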;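 note: cells transiently co-express mutant CFTR-F508del with the halide-sensitive YFP; corrector assay measuring rescue of mutant channel to the surface after 24 h compound exposure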
PAX8 reporter – lowers PAX8-driven luciferase in RMG-I cells; 360,000 compounds, 1.2% hits; AID 652154; RMG-I TPO-luciferase reporter, SteadyGlo, 24 h; inhibition, % at 12.6 µM;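 active = mean replicate inhibition at least 60% with every replicate also reaching 60%; inconclusive = only one of the two criteria is met; inactive = mean below 60% and not all replicates reaching 60%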;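 note: luciferase light reporting Pax8 driven TPO promoter activity; plate controls were median of neutral control wells for no effect and mitoxantrone controls for full effect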
Active calls of the source: *; ? = inconclusive; nt = not tested or not shown; [ ] = remark or other dose.

SMILES | DENV2 CPE rescue | GSIS activator | FN deposit inh | miR122 inh | EWS-Fli block | CFTR F508del cor | PAX8 reporter
CC(C)c1ccccc1NC(=O)c1ccccc1NC(=O)C1CCCCC1 | 8.6 | -1.0 | -1.9 | nt | 9.4 | -1.0 | -0.6
Cc1ccc(S(=O)(=O)Nc2cc3c4c(c2)CCC(=O)N4CCC3)cc1 | ? | -8.6 | -1.1 | 56.5 | -31.1 | -3.6 | -18.7
Cc1cc(C)c(C(=O)N(C)CC2CCCN(CCc3ccccc3F)C2)o1 (configuration not stated) | 3.0 | -5.0 | -3.0 | 0.3 | nt | 2.8 | 8.8
CC1(C)OC(=O)N(NCc2ccccc2)C1(C)O (configuration not stated) | 10.5 | -20.6 | -3.0 | -4.1 | 4.9 | -4.0 | -1.4
O=S(=O)(NCc1ccc(F)cc1)c1ccc(-n2cnnn2)cc1 | -2.6 | 1.4 | 0.6 | 16.6 | nt | 0.2 | 2.2
CC1(c2ccc(Cl)cc2)NC(=O)N(CC(=O)NCCC2=CCCCC2)C1=O (configuration not stated) | 2.0 | 22.3 | 1.0 | -0.6 | 9.7 | -2.9 | 3.3
NS(=O)(=O)c1ccc(CNS(=O)(=O)c2cccc3nonc23)cc1 | 8.1 | -8.9 | -0.1 | -7.5 | 9.3 | 2.0 | 8.1
CCCCN(C)C1=CC2=CC(=C(C#N)C#N)CCC2CC1 (configuration not stated) | -1.4 | 1.4 | 3.1 | nt | 30.2 | 33.8* | 13.3
COc1ccc(C2(C(=O)NCc3ccccc3Cl)CCOCC2)cc1OC | 4.0 | -1.7 | -2.6 | 5.0 | 9.2 | 1.8 | -12.4
CC(=O)NC1C(=O)N(CCc2ccccc2)c2ccccc21 (configuration not stated) | nt | nt | 0.8 | -3.5 | nt | nt | 25.6
CCOC(=O)C(C)NC(=O)CCc1nnc2ccc(N3CCC(C)CC3)nn12 (configuration not stated) | -6.0 | -8.9 | -0.4 | -2.1 | -2.8 | 1.0 | -10.3
CN(C)C(=O)c1ccc(NC(=O)c2cccnc2)cc1 | nt | nt | -6.4 | -3.5 | nt | nt | -2.1
O=C(Nc1cccc(-n2cccn2)c1)C1CCCN(Cc2cc3ccccc3[nH]2)C1 (configuration not stated) | -1.9 | 34.5 | -4.5 | 7.0 | nt | -1.3 | 47.7
COc1cccc(OC)c1C(=O)Nc1cccc(C(C)=O)c1 | nt | nt | 1.6 | 2.0 | nt | nt | 3.6
Cc1cc(C)n(-c2nnc(NC34CC5CC(CC(C5)C3)C4)nn2)n1 | nt | -23.1 | 0.2 | -1.3 | nt | nt | -122.3
CC[C@]12c3[nH]c4cc(-c5ccco5)ccc4c3CCN1C(=O)[C@@H](CC(=O)NC(C)(C)C)C[C@@H]2C(=O)N1CCN(C(=O)C2CC2)CC1 | 43.3* | 0.1 | -12.6 | -4.6 | 1.3 | -0.1 | -6.7
CC(NC(=O)CN(C)CC(=O)Nc1ccc(Cl)cc1)c1ccc(F)cc1 (configuration not stated) | 5.9 | -45.0 | 3.3 | -4.1 | 3.5 | 2.3 | 6.9
C/C=C/c1ccc(C2[C@H]3CNC[C@@H]2N3S(=O)(=O)c2ccc(Cl)cc2)cc1 (some centres not stated) | -6.1 | -5.7 | -1.5 | nt | 2.3 | -0.8 | 1.1
COc1ccc(CNC(=O)c2c[nH]c3c(OC)cc(OC)cc3c2=O)cc1 | 4.4 | -2.7 | -6.4 | -3.3 | -1.9 | 0.5 | 12.3
COCCNC(=O)C[C@@H]1CC[C@@H](NC(=O)NC2CCCCC2)[C@H](CO)O1 | 4.7 | 15.5 | nt | nt | nt | -2.1 | nt
c1cc(-c2ccsc2)n2cnnc2c1 | 1.4 | 16.5 | 0.7 | -0.4 | 13.2 | -3.1 | -8.0
CC1CCCN(S(=O)(=O)c2ccc3oc(=O)ccc3c2)C1 (configuration not stated) | 1.6 | 10.0 | 2.8 | 1.1 | nt | -5.0 | -9.0
C[C@@H]1CN([C@@H](C)CO)C(=O)c2cc(-c3ccncc3)cnc2O[C@@H]1CN(C)C(=O)Cc1cccnc1 | -0.1 | 12.2 | 19.1 | 2.7[16.7 µM] | 0.9 | 2.6 | 4.9
C=CCNC(=S)Nc1ccc(Cl)cc1F | -2.7 | -6.8 | 8.6 | 52.1 | 0.9 | 0.1 | -17.7
CCCOc1cccc(-c2cc(C(=O)NN)c3ccccc3n2)c1 | nt | 4.0 | -17.0 | nt | nt | nt | 11.7
O=C(CN1CCN(Cc2ccccc2)CC1)Nc1cccc(Cl)c1Cl | -6.0 | -19.8 | -10.5 | -1.7 | -19.0 | 1.1 | -0.8
C[C@@H]1CN([C@@H](C)CO)C(=O)c2cc(-c3ccc(C#N)cc3)cnc2O[C@@H]1CN(C)C(=O)Nc1ccc(C(F)(F)F)cc1 | ? | -18.7 | -1.5 | -14.2[16.7 µM] | -10.4 | -1.6 | 33.6
COc1ccc2nc(NC(=O)C3CSC4(C)CCC(=O)N34)sc2c1 (configuration not stated) | 6.9 | -0.8 | -59.1 | 2.4 | -13.9 | -0.6 | -18.1
COC(=O)c1ccc(CNC(=O)c2ccc(OC)c(S(=O)(=O)NC3CC3)c2)cc1 | 0.1 | -17.4 | -7.4 | -0.2 | 7.4 | -0.8 | -15.4
Cc1ccc(C2=NN3C(=O)c4ccccc4C3C2)cc1 (configuration not stated) | 18.5 | -17.5 | 2.0 | nt | -88.4 | 1.4 | -76.8
CN(C)C(=O)CSc1nc2ccccc2n1CC(=O)N1CCN(c2ccccc2)CC1 | nt | -4.6 | nt | -2.5 | nt | nt | 0.7
Cc1ccc(CNC(=O)c2ccc(OCC(C)C)cc2)n1C | 0.8 | 14.8 | 1.1 | 5.4 | 2.2 | -1.6 | -15.2
COc1cc(OC)c(OC)cc1/C=N/NC(=O)CCc1c(C)n[nH]c1C | -0.2 | 6.8 | -1.7 | nt | 2.7 | -1.6 | 10.2
Cc1c(C(=O)N2CCCCC2)sc(NC(=O)C(C)C)c1C#N | -3.3 | 13.1 | nt | nt | 8.1 | 0.4 | nt
Cc1ccc(OC(C)C(=O)Nc2ccc3c(c2)n(C)c(=O)n3C)c(C)c1 (configuration not stated) | -0.3 | -8.6 | 3.4 | -11.5 | 18.9 | -0.7 | 22.5
CC(=O)N1CCN(S(=O)(=O)c2cccc(C(=O)Nc3ccccc3N3CCCC3)c2)CC1 | -7.1 | 1.8 | 6.8 | 2.0 | 4.5 | 1.1 | 7.7
Cc1ccc(-c2cnc3c(c2)C(=O)N([C@H](C)CO)C[C@@H](C)[C@H](CN(C)C(=O)c2cccnc2)O3)cc1 | 7.1 | -1.0 | nt | -7.5[16.7 µM] | -2.1 | 1.3 | nt
CCCn1nc(C(=O)NNC(=O)CCOc2ccccc2OCC)c2ccccc2c1=O | -2.1 | 16.1 | -10.0 | nt | -1.2 | 0.1 | nt
CC(C)C#Cc1cnc2c(c1)C(=O)N([C@@H](C)CO)C[C@@H](C)[C@H](CN(C)Cc1ccccn1)O2 | -2.9 | 9.0 | 1.4 | nt | 0.2 | 0.5 | nt
CN(CC(=O)Nc1ccc(Cl)cc1)C(=O)CNC(=O)c1ccc2c(c1)OCO2 | -11.1 | -6.8 | 5.0 | -4.5 | -9.9 | -1.6 | -12.2

Exported field by field: part of the list above
Molecule: Cc1ccc(CNC(=O)c2ccc(OCC(C)C)cc2)n1C
  DENV2 CPE rescue: 0.8
  GSIS activator: 14.8
  FN deposit inh: 1.1
  miR122 inh: 5.4
  EWS-Fli block: 2.2
  CFTR F508del cor: -1.6
  PAX8 reporter: -15.2
Molecule: COc1cc(OC)c(OC)cc1/C=N/NC(=O)CCc1c(C)n[nH]c1C
  DENV2 CPE rescue: -0.2
  GSIS activator: 6.8
  FN deposit inh: -1.7
  miR122 inh: nt
  EWS-Fli block: 2.7
  CFTR F508del cor: -1.6
  PAX8 reporter: 10.2

Returning to the listing; the three compounds before the break are reprinted first.
SMILES | DENV2 CPE rescue | GSIS activator | FN deposit inh | miR122 inh | EWS-Fli block | CFTR F508del cor | PAX8 reporter
CCCn1nc(C(=O)NNC(=O)CCOc2ccccc2OCC)c2ccccc2c1=O | -2.1 | 16.1 | -10.0 | nt | -1.2 | 0.1 | nt
CC(C)C#Cc1cnc2c(c1)C(=O)N([C@@H](C)CO)C[C@@H](C)[C@H](CN(C)Cc1ccccn1)O2 | -2.9 | 9.0 | 1.4 | nt | 0.2 | 0.5 | nt
CN(CC(=O)Nc1ccc(Cl)cc1)C(=O)CNC(=O)c1ccc2c(c1)OCO2 | -11.1 | -6.8 | 5.0 | -4.5 | -9.9 | -1.6 | -12.2
CC1CCCC(NC(=O)CCNS(=O)(=O)c2ccc(Br)cc2)C1C (configuration not stated) | -4.8 | -40.5 | -3.3 | nt | 5.8 | 0.4 | 19.0
Cc1sc(-n2c(C)cc(/C=N/n3cnnc3)c2C)c(C#N)c1C | -1.9 | nt | nt | 1.4 | -1.0 | 0.5 | nt
Cc1cc(C)n2c(Nc3ccc4c(c3)OCCO4)c(-c3ccccc3)nc2n1 | nt | nt | -2.7 | -9.2 | nt | nt | -6.9
CN(C)CC(=O)N1[C@@H](C#N)[C@H](c2ccc(C#CC3CCCCC3)cc2)[C@@H]1CO | ? | -6.9 | -4.4 | nt | -6.3 | -0.2 | -26.0
COc1cc(C(=O)NNC(=O)c2ccc3ccccc3n2)cc(OC)c1OC | -8.2 | 10.7 | -5.4 | -1.3 | -10.3 | 1.2 | 6.9
CCCn1c2c(c(=N)c3c1CCC3)CCC2 | 0.1 | -4.0 | -10.4 | nt | 21.4 | 0.7 | 18.9
Cc1noc(C)c1NC(=O)Nc1cccc2c1O[C@@H](CN(C)Cc1ccc(C(F)(F)F)cc1)[C@H](C)CN([C@H](C)CO)C2=O | 2.6 | -26.1 | nt | 25.0[16.7 µM] | -13.7 | -0.2 | -12.6
COCC(=O)N(C)C[C@@H]1Oc2cc(C#CCC3CCCC3)ccc2S(=O)(=O)N([C@H](C)CO)C[C@H]1C | nt | 16.7 | nt | nt | -5.5 | 2.2 | -22.6
CC=Cc1ccc2n(c1=O)C[C@H]1[C@H](CO)[C@@H](C(=O)NC3CCC3)[C@@H]2N1Cc1ccncc1 (mixture of isomers) | 4.5 | 9.2 | -6.1 | nt | 0.0 | 1.0 | nt
CC1CCCCC1NC(=O)CN1CCC(NC(=O)c2ccc([N+](=O)[O-])cc2)CC1 (configuration not stated) | ? | -18.9 | 2.9 | nt | 6.4 | -0.3 | 0.3
O=C1CN(C(=O)NCCC(=O)NC2CCCCC2)c2ccccc2N1 | -4.6 | 4.9 | -7.8 | 16.5 | 1.5 | 1.9 | -14.1
CN(C)CC(=O)N1[C@H](C#N)[C@@H](c2ccc(/C=C/c3ccccc3)cc2)[C@H]1CO | 17.4 | 0.6 | 17.2 | nt | -19.1 | -2.3 | -46.5
COc1ccc(N/C=C/C(=O)c2ccccc2)cc1 | -1.4 | 8.8 | -0.5 | nt | 39.0 | 0.8 | -75.2
Nc1ccc(NC(=O)NC2CCCCC2)cc1[N+](=O)[O-] | -2.4 | -13.3 | 5.8 | nt | -87.2 | 0.5 | -76.5
O=C(Nc1ccc(Br)cc1)C1CCCC1 | -4.6 | 9.3 | -3.2 | -6.5 | -29.8 | -0.3 | -20.8
O=C(N/N=C/c1ccc(N2CCOCC2)cc1)c1ccccc1OCCOc1ccccc1 | -2.8 | -15.7 | -3.0 | 14.7 | 13.0 | 1.9 | 6.2
